Screening results deposited in PubChem BioAssay by National Center for Advancing Translational Sciences (NCATS).
Akt phos inh – HTS Assay for Inhibitors of Akt Phophorylation: Primary Screen. activity change, % for hits at 50 µM. Neuro2A IGF-stimulated pAkt S473 HTRF, 20 min; hits give low values. 360,000 tested, 0.32% active; in the data active means activity change below about -80%; inconclusive means mostly about -51% to -80%; further: on the % scale 0 is the no-effect control and ±100 the full control effect
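Single-point screen (50 µM final compound) in Neuro2A cells stimulated 20 min with 6 nM IGF at 37 deg C. After lysis, Ser473-phosphorylated Akt read by HTRF (ex 330 nm, em 615/665 nm) as the 665/615 ratio.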
aSyn rescue – qHTS of alpha-syn Inhibitors; Yeast expressing alpha-synuclein, growth rescue, BacTiter-Glo, 24 h; Potency, µM (series often up to 46.1 µM), for the others: at the highest dose growth rescue (activation), usual class: activators; 370,000 tested, 0.14% active; further: potency means the concentration at half of the fitted maximal effect; % of control where 0% means no effect; nearly all actives have a fitted effect of over 65% in size
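Screening used galactose-induced yeast with toxic alpha-synuclein levels, exposed to compound for 24 hr at 30 deg C. Cell growth, read with BacTiter-Glo luminescence, gave the measured signal.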
MmCpn inh – Inhibitors of TCP-1 ring complex (TRiC) of Methanococcus maripaludis (MmCpn): qHTS; purified Mm-Cpn ATPase, ADP Transcreener TR-FRET; Potency, µM (doses to about 76.9 µM), without a hit: at the highest dose activity, negative = inhibition, most hits filed as inhibitors; 330,000 tested, 0.031% active; AID 504842, 2011; further: potency means the concentration at half of the fitted maximal effect; on the % scale 0 is the no-effect control and ±100 the full control effect; nearly all actives have a fitted effect of over 80% in size
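Purified archaeal Mm-CPN (25nM final) preincubated 10 min at 37degC with compound, then 10uM ATP for 30 min at 37degC; ADP measured by HTRF Transcreener TR-FRET; buffer 30 mM TRIS pH 7.4, 100mM KCl, 5mM MgCl2, 1mM DTT.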
GLP1R inv ag – qHTS of GLP-1 Receptor Inverse Agonists (Inhibition Mode); HEK293 GLP-1R CRE-luciferase, luminescence, 24 h; GLP-1R form is constitutively active; AID 624417, 2012; 410,000 tested, 1.6% active; Glucagon-like peptide 1 receptor (Homo sapiens), P43220; Potency, µM (series often up to 38.3 µM), for inactives: at the highest dose activity change, negative = inhibition, usual class: inhibitors; further: potency means the concentration at half of the fitted maximal effect; on the % scale 0 is the no-effect control and ±100 the full control effect; nearly all actives have a fitted effect of over 55% in size
Target sequence (P43220 whole entry, looked up): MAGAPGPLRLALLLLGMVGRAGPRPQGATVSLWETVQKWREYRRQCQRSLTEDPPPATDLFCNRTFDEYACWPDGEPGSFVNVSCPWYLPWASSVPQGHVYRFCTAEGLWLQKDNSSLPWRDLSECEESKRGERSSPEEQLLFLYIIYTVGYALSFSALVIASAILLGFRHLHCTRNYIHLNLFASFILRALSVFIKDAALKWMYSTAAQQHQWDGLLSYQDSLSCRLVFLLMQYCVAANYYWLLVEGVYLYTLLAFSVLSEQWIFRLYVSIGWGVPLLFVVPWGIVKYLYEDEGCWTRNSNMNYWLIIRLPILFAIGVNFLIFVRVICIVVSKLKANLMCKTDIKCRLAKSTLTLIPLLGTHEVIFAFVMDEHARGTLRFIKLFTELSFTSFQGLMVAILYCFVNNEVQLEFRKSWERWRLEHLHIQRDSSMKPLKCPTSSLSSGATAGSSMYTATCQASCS
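Constitutively active GLP-1R drives a cAMP-responsive luciferase in stably transfected HEK293 cells; test compounds are added after overnight (12 h) attachment and left 24 hr, and signal loss in luminescence marks inhibition.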
FUS yeast rescue – qHTS for Suppressors of FUS Proteinopathy: Primary screen using FUS-linked yeast assay; 390,000 tested, 0.24% active; Potency, µM (top dose mostly 76.6 µM), without a hit: top-dose growth rescue (activation), most hits filed as activators; S. cerevisiae FUS-expressing, growth rescue, OD600, 24 h;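 further: potency means the concentration at half of the fitted maximal effect; plate controls were DMSO vehicle for no effect and reference control for full effect; nearly all actives have a fitted effect of over 55% in size; some results filed as inactive show a strong effect at the top dose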
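Yeast FUS proteinopathy model; galactose-induced FUS (2%), starting OD 0.005. Cpds in dilution series, 24hr, 30C, 99% humidity. Abs 600 nm growth. Pos ctrl CP55940 (top 92uM final); neg ctrl DMSO.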
HEK293 tox – qHTS of GLP-1 Receptor Inverse Agonists: Cytotox Screen; HEK293 cAMP-luciferase reporter cells, luminescence, 24 h; Potency, µM (titrated, usually from 38.3 µM), for inactives: at the top dose activity change, negative = inhibition, actives largely listed as inhibitors; 410,000 tested, 0.13% active; AID 624418, 2012;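 further: loss of luciferase light is scored as toxicity; potency means the concentration at half of the fitted maximal effect; on the % scale 0 is the no-effect control and ±100 the full control effect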
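To flag toxic compounds, the library was rerun on cells for 24 hr at 37 deg C and 5% CO2. Viability-linked luminescence was captured 12 min after adding luciferase detection reagent.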
TDP43 rescue – qHTS of TDP-43 Inhibitors | Potency, µM (top dose mostly 46.1 µM), for the others: at the top dose growth rescue (activation), usual class: activators | 410,000 tested, 1.8% active | TDP-43 expressing yeast growth rescue, BacTiter-Glo, 24 h; further: potency means the concentration at half of the fitted maximal effect; % of control where 0% means no effect; nearly all actives have a fitted effect of over 50% in size
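Readout is BacTiter-Glo luminescence of cell growth, so inhibitors register as activators. TDP-43-expressing yeast at OD600=0.02 in galactose medium, after raffinose pregrowth to mid-log, were incubated with compound for 24 hr at 30 deg C.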
Abeta yeast res – qHTS for compounds that reverse cellular toxicity of Amyloid beta (A-beta) peptide in yeast: Primary Screen; yeast expressing A-beta42, growth rescue, OD600, 48 h; response scale: 0% DMSO, 100% iron-clioquinol control; Potency, µM (titrated, usually from 46.1 µM), without a hit: at the highest dose growth rescue, most hits filed as activators; 410,000 tested, 0.063% active; AID 1347071, 2019; further: potency means the concentration at half of the fitted maximal effect; nearly all actives have a fitted effect of over 55% in size
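Growth rescue measured by 600 nm absorbance after 48 h yeast culture at 30 C with compound. Values normalized between DMSO and an equimolar ferric chloride plus clioquinol control.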
PTHR1 ag – qHTS for PTHR1 Agonists: Primary Screen; Parathyroid hormone/parathyroid hormone-related peptide receptor (Homo sapiens), Q03431; HEK293 GP2 PTHR1 cells, GloSensor cAMP luminescence, 1 h; Potency, µM (series often up to 115 µM), for inactives: at the top dose activation, hits mostly activators; 410,000 tested, 0.075% active; further: potency means the concentration at half of the fitted maximal effect; nearly all actives have a fitted effect of over 55% in size; some results filed as inactive show a strong effect at the top dose; inactives centre near -15; many of its hits are not listed in these tables
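HEK-293-derived GP2 cells expressing PTHR1 and a GloSensor cAMP reporter, 3,000/well, plated overnight, given luciferin plus IBMX (each 0.5 mM as added) for 1 h at 37 °C, then compound for 1 h at 37 °C. Luminescence was read after 15 min at room temperature.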
* hit, by the source's call; i = inactive; ? = inconclusive; . = no result given; [ ] = another dose, or the depositor's remark. Unless noted, the call rests on the fitted dose curve; in most records, active means well fitted curve in the direction sought with a large enough effect; inconclusive means small, poorly fitted or top-dose-only effect, or another doubt; inactive means no such curve, though single readings can be large; an effect the other way counts as inactive or inconclusive. The list is partial. The share of hits here may be higher or lower than overall.

The line under a structure holds: FUS yeast rescue, TDP43 rescue, PTHR1 ag, HEK293 tox, Abeta yeast res, aSyn rescue, GLP1R inv ag, MmCpn inh, Akt phos inh
1) Cc1ccc(CCN2CC(C(=O)NCCN3CCOCC3)CC2=O)cc1 (stereo not drawn)
    2%, -19%, 21%[57.5 µM], -3%, 2%, -4%, 17%, -4%, i
2) O=C(Cn1cc([N+](=O)[O-])cn1)N1CCN(c2ccccc2)CC1
    12%, 8%, -1%, 0%, -6%, -5%, -7%, -3%, i
3) Cc1ccc(CNC(=O)CCN2C(=O)[C@@H]3Cc4ccccc4CN3C2=O)cc1
    -9%, 15%, i, -7%, -1%, 1%, 9%, 3%, i
4) CCc1ccccc1N(CC(=O)NC(C)(C)CC)C(=O)CCC(=O)Nc1nccs1
    22%, 20%, -17%, -22%, 15%, 5%, ?, -1%, i
5) COc1ccc(NS(=O)(=O)c2cccc(C(=O)NNC(=O)c3ccccc3O)c2)cc1
    10%, -9%, -4%, -3%, -14%, 2%, ?, 0%, i
6) CC(C)c1c(C(=O)N/N=C/c2cccc(OCc3ccc(F)cc3)c2)nnn1-c1nonc1N
    22%, 4%, -27%, -13%, 16%, 0%, ?, 2%, i
7) CCc1ccccc1NC(=O)CCc1c(C)nc(SC)nc1C
    -6%, -7%, ?, 7%, 5%, -1%, -15%, 2%, i
8) COc1cccc(CNC(=O)c2ccncc2)c1
    -10%, -2%, i, -12%, 1%, -1%, 11%, 2%, i
9) CCCSc1nc(NCc2ccco2)c2c3c(sc2n1)COC(C)(C)C3
    ?, 20µM*, i, 14%, 12%, 3%, -26%, -8%, i
10) CC(=O)Oc1ccc(C2OC(=O)c3ccccc3N2C(C)=O)cc1 (stereo not drawn)
    15%, -7%, -12%[57.5 µM], -9%, -1%, 15%, 1%, 0%[15.4 µM], i
11) Cc1cccc(N(CC(N)=O)C2SC(=O)NC2=O)c1 (stereo not drawn)
    -2%, -2%, i, 2%, 0%, 0%, -10%, -1%, -106%*
12) Cc1nnc(SCC(=O)NC(=O)NCc2ccco2)n1Cc1ccccc1
    17%, 12%, i, 2%, 10%, 1%, 2%, -7%, i
13) c1ccc(Cn2nnnc2CN2CCOCC2)cc1
    -12%, -4%, i, 3%, 10%, -9%, 2%, -20%, i
14) CCOC(=O)c1c(C)[nH]c(C)c1C(=O)CSc1nc2ccccc2[nH]1
    ., -21%, i, 7%, -10%, -4%, 18%, 0%, i
15) Cc1ccc(NC(=O)CN2C(=O)S/C(=C\c3cccn3C)C2=O)cc1
    4%, 3%, -7%[57.5 µM], -7%, 14%, -3%, -3%, 0%, i
16) CCCCCCCN1CCN=C1Nc1ccccc1
    -26%, -21%, 5%, 3%, -11%, 1%, -14%, -1%, i
17) O=[N+]([O-])c1ccc2ncnc(Nc3ccc4c(c3)OCCO4)c2c1
    -1%, -13%, -2%, 3%, 1%, -5%, ?, 0%, i
18) CCOC(=O)c1sc2nc(CSc3ccccc3)nc(NCCN(C)C)c2c1C
    6%, -7%, -56%[inhibitor], ?, 4%, -3%, ?, -2%, i
19) CC(=O)N1N=C(c2c(-c3ccccc3)c3cc(Br)ccc3[nH]c2=O)CC1c1ccco1 (stereo not drawn)
    30%, -4%, i, -18%, 10%, 5%, ?, 1%, i
20) COc1c(/C=N/Nc2nc(N3CCCCC3)nc(N3CCCCC3)n2)cccc1[N+](=O)[O-]
    10%, 3%, i, -34%, 0%, 1%, -2%, -1%, i

Limited to Abeta yeast res and HEK293 tox (two entries from above):
# | SMILES | Abeta yeast res | HEK293 tox
6 | CC(C)c1c(C(=O)N/N=C/c2cccc(OCc3ccc(F)cc3)c2)nnn1-c1nonc1N | 16% | -13%
16 | CCCCCCCN1CCN=C1Nc1ccccc1 | -11% | 3%

Three of these compounds in a different format:
| cpd | molecule | FUS yeast rescue | TDP43 rescue | PTHR1 ag | HEK293 tox | Abeta yeast res | aSyn rescue | GLP1R inv ag | MmCpn inh | Akt phos inh |
| --- | --- | --- | --- | --- | --- | --- | --- | --- | --- | --- |
| 11 | Cc1cccc(N(CC(N)=O)C2SC(=O)NC2=O)c1 (stereo not drawn) | -2% | -2% | i | 2% | 0% | 0% | -10% | -1% | -106%* |
| 12 | Cc1nnc(SCC(=O)NC(=O)NCc2ccco2)n1Cc1ccccc1 | 17% | 12% | i | 2% | 10% | 1% | 2% | -7% | i |
| 13 | c1ccc(Cn2nnnc2CN2CCOCC2)cc1 | -12% | -4% | i | 3% | 10% | -9% | 2% | -20% | i |
